DYRK1A inh – rat Dyrk1A kinase inhibitors, primary screen, biochemical, single point, plate reader; inhibition, % at 12.5 µM; Dual specificity tyrosine-phosphorylation-regulated kinase 1A (Rattus norvegicus), Q63470; AID 504441, 2011; ADP-Glo luminescence, NFATc1 peptide; 310,000 tested, 0.43% active; in the data active = inhibition above about 50%;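 also: plate controls were vehicle with enzyme for no effect and no enzyme for full effect; many of its hits are not listed in these tables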
TRPC4 potent – positive allosteric modulators of TRPC4, primary screen, cell-based, mouse TRPC4beta, HEK293 mu-opioid, Fluo-4 calcium; 310,000 tested, 0.42% active; Short transient receptor potential channel 4 (Mus musculus), Q9QUQ5; B-score at 10 µM; DAMGO EC20, Fluo-4 Ca2+ flux; hits give high values; AID 2227, 2009;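 active = B-score of calcium response area above 5 SD of library B-scores, with initial fluorescence ratio within 5 SD of library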;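 also: B-score of integrated fluorescence ratio over time as area under calcium response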
TMEM16A act – TMEM16A chloride channel activators or potentiators, primary screen, cell-based, HTS; B-score at 10 µM; HEK293 TMEM16A/YFP-H148Q/I152L, iodide quench fluorescence; hits give low values; 340,000 tested, 0.3% active; Anoctamin-1 (Mus musculus), Q8BHY3;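 active = fluorescence-ratio B-score plate-corrected deviation score at least 3 library SD below zero, with starting fluorescence score within 5 deviations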;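 also: channel opened by trigger with iodide after compound preincubation; score built on the fluorescence ratio of max minus min over baseline; more negative score means more quench and so TMEM16A activation or potentiation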
KCNQ1 act – potentiators or activators of KCNQ1 channel, primary screen, cell-based, thallium flux, high-throughput; AID 2648, 2010; 310,000 tested, 0.35% active; B-score at 10 µM; CHO-K1 KCNQ1, thallium flux FluxOR fluorescence; hits give high values;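 active = fluorescence ratio B-score, a plate-corrected score, at least three library SD, with initial intensity B-score within 5 SD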
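Assay system: stable KCNQ1 CHO-K1 line; medium: assay buffer, equal DMSO in all wells; timing: 90 min dye loading and 20 min compound exposure, both at room temperature; technique: kinetic FluxOR thallium fluorescence, 10-s 1-Hz baseline, 110-s post-stimulus read; read-out basis: B score of baseline-normalized fluorescence ratio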
KCNK9 block – KCNK9 potassium channel inhibitors, primary screen, HEK293 cells, thallium flux. FluxOR thallium flux fluorescence; hits give low values. 310,000 tested, 1.2% active. B-score at 10 µM. Potassium channel subfamily K member 9 (Homo sapiens), Q9NPC2;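 active = ratio B-score over 3 SD below the library mean, with starting fluorescence within 5 SD of its mean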;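 also: negative B-score means less thallium flux so channel inhibition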
hERG protect – hERG rescue from dofetilide block, primary screen, cell-based, CHO-hERG, FluxOR thallium flux, dofetilide IC70; Voltage-gated inwardly rectifying potassium channel KCNH2 (Homo sapiens), Q12809; dofetilide IC70 present; activation (rescue from dofetilide block), less the hit threshold, % at 10 µM; 310,000 tested, 0.51% active;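 active = activation above the mean of controls blocked by dofetilide plus 5 SD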;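 also: thallium influx through hERG after potassium depolarization seen as dye fluorescence rise; in these data hits start at about 4.7%; inactives centre near -7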
Target sequence (Q12809 whole entry, looked up): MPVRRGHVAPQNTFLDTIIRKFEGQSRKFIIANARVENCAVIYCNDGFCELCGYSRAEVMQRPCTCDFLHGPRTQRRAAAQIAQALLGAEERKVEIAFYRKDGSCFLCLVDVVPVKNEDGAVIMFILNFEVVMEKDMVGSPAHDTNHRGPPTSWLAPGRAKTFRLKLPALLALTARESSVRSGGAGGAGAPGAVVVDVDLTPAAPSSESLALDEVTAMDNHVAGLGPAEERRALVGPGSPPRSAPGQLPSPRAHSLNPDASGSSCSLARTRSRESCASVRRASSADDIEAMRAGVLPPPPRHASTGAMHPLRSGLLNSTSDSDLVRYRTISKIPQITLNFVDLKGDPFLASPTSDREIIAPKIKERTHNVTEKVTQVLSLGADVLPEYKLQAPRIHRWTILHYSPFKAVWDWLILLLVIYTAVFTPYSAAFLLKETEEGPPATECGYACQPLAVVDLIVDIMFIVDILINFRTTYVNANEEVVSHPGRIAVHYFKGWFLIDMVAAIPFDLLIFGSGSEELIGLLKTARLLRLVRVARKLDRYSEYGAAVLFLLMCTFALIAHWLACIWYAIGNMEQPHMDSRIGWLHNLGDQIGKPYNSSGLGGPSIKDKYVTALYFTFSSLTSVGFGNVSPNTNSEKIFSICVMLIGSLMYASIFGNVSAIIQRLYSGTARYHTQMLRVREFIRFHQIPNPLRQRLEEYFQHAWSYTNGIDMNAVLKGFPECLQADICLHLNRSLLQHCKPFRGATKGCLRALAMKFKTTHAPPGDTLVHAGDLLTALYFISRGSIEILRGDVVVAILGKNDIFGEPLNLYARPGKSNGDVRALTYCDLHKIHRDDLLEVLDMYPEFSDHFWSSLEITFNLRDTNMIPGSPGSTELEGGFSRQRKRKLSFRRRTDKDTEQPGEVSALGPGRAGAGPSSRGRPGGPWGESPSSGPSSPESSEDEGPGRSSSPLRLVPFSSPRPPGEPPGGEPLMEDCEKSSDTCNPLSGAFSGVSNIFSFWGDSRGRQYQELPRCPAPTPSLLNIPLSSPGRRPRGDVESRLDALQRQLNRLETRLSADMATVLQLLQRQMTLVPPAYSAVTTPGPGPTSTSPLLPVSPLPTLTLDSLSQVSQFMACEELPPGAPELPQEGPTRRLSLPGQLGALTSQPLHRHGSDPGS
KCNK3 block – human KCNK3 channel inhibitors, primary screen, CHO cells, FluxOR thallium flux, B-score; Potassium channel subfamily K member 3 (Homo sapiens), O14649; FluxOR fluorescence; hits give low values; B-score at 10 µM; 340,000 tested, 0.84% active;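 active = B-score under library mean minus 4 SD, starting fluorescence ratio at most library mean plus 5 SD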;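 also: more negative B-score means stronger inhibition of thallium flux through KCNK3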
TRPC4 act – activators of mouse TRPC4 channel, primary screen, Fluo4 calcium, HEK293 TRPC4beta/mu-opioid cells; AID 2237, 2010; B-score at 10 µM; Short transient receptor potential channel 4 (Mus musculus), Q9QUQ5; 310,000 tested, 0.49% active; Fluo4 calcium fluorescence; hits give high values;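 active = B-score above 5 SD of library B-scores, and initial fluorescence ratio not above library mean plus 5 SD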;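 also: positive B-score marks a calcium rise read as TRPC4 activation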
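Assay system: HEK293 cells stably co-expressing mouse TRPC4beta and mu-opioid receptor / Timing: Fluo4 dye loading 45 min at room temperature, 110 s recording / Signal: Fluo4 calcium-sensitive dye fluorescence, kinetic, 1 Hz baseline / Read-out: integrated baseline-normalised fluorescence ratio, converted to per-well B score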
HDAC3 inh – HDAC3 deacetylase inhibitors, primary screen, biochemical, fluorescence, cell-free homogeneous. 320,000 tested, 0.15% active. inhibition, % at 8.3 µM. Histone deacetylase 3 (Homo sapiens), O15379. recombinant HDAC3, fluorogenic peptide/trypsin coupled; in the data active = inhibition above about 26%, passing the limit was not always enough; inconclusive = no clear call, values can overlap the other calls
ANO1 block – TMEM16A chloride channel inhibitors, primary screen, cell-based, HTS; HEK293 TMEM16A/YFP iodide influx fluorescence, ionomycin; normalized B-score (activity score, 25-100; higher = stronger inhibition) at 10 µM; 310,000 tested, 1.2% active;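 active = ratio plate-corrected score three or more library SD toward inhibition, starting fluorescence score within five deviations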;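 also: score derived from kinetic fluorescence span divided by baseline fluorescence per well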
KCNQ1 block – inhibitors of human KCNQ1 channel, primary screen, cell-based, thallium flux, high-throughput; Potassium voltage-gated channel subfamily KQT member 1 (Homo sapiens), P51787; CHO-K1 KCNQ1, FluxOR thallium flux fluorescence; hits give high values; B-score at 10 µM; 310,000 tested, 1.3% active;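 active = compounds whose thallium flux B-score, printed positive for inhibition, exceeds three library SD while starting fluorescence stays within three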;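 also: channel opened by potassium depolarization with thallium stimulus after 20 min compound exposure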
* marks the source's active call; other numbers are inactive results; i = inactive; ? = inconclusive; . = no result given.

Compound | DYRK1A inh | TRPC4 potent | TMEM16A act | KCNQ1 act | KCNK9 block | hERG protect | KCNK3 block | TRPC4 act | HDAC3 inh | ANO1 block | KCNQ1 block
O=C(N/N=C/c1ccco1)c1cccc(N2Cc3ccccc3C2)c1 | -6 | i | i | i | i | -10 | i | i | 0 | i | i
Cn1c(=O)c2c(ncn2CC(=O)Nc2ccccc2N2CCOCC2)n(C)c1=O | 4 | i | i | i | i | -4 | i | i | 6 | i | i
CCN(CC)C(=O)CSc1nnc(COc2cccc(C)c2)n1C | . | i | . | i | i | -4 | . | i | -5 | i | i
CCCCc1cc(=O)oc2cc(OS(C)(=O)=O)ccc12 | 2 | i | i | i | i | -1 | i | i | -11 | i | i
O=C(NCCNC(=O)c1ccc(-c2ccc(Cl)c(Cl)c2)o1)c1cnccn1 | -1 | i | i | i | i | -16 | i | i | 12 | i | i
COc1ccc(N2CCN(C(=O)CCC(=O)N3CCOc4ccc(C)cc43)CC2)cc1 | 3 | i | i | i | i | -7 | i | i | 1 | i | i
CCOc1ccccc1N(CC(=O)Nc1cccnc1)S(C)(=O)=O | -5 | i | i | i | i | -7 | i | i | 12 | i | i
O=C(Cc1ccccc1F)Nc1ccccc1-c1ccccc1 | . | i | i | i | i | 4 | i | i | . | i | i
O=C(CCCN1C(=O)c2cccnc2C1=O)Nc1ccc(F)cc1Cl | -2 | i | . | i | i | -1 | i | i | 2 | i | i
COc1ccccc1NC(=O)c1ccc2nc(C)c(C)nc2c1 | -2 | i | i | i | i | -4 | i | i | 3 | i | i
Cc1onc(-c2ccccc2Cl)c1C(=O)NC(=S)Nc1ccc(C(C)(C)C)cc1 | . | i | i | i | i | -4 | i | i | 6 | i | i
COc1cc(NC(=O)c2ccc(Cl)cc2Cl)ccc1NC(=O)c1cccs1 | -8 | i | i | i | i | -3 | i | i | -5 | i | i
CC1CCN(c2c(NCC3CCC(C(=O)NCc4ccccc4Cl)CC3)c(=O)c2=O)CC1 (stereo not given) | -2 | i | i | i | i | -1 | i | i | 3 | i | i
CCOc1ccccc1-n1c(C)nc2cc(C(=O)O)ccc21 | -5 | i | i | i | i | -6 | i | i | 4 | i | i
COc1ccc(CN(C)CC(=O)Nc2ccc(SC(F)F)cc2)cc1OC | 0 | i | i | i | i | -9 | i | i | 0 | i | i
Cc1ccc(C(=O)NCC(=O)OCC(=O)Nc2cc(S(=O)(=O)N3CCOCC3)ccc2C)cc1 | -6 | i | i | i | i | -10 | i | i | 1 | i | i
O=C(COC(=O)Cn1cnc2ccccc21)Nc1cccc2c1C(=O)c1ccccc1C2=O | 21 | i | i | i | i | -7 | i | i | 4 | i | i
O=c1ccc2ccc(Oc3ccc([N+](=O)[O-])cc3Cl)cc2o1 | . | i | i | i | i | -8 | i | i | 1 | i | i
NC(=S)N/N=C1\CCOc2ccc(F)cc21 | 9 | i | i | i | i | -12 | i | i | 8 | i | i
CN(C)/C=C(\C=O)c1ccc(Cl)cc1Cl | -4 | i | i | i | i | -1 | i | i | 8 | i | i
N#Cc1c(-c2ccc3c(c2)OCO3)ccn2nc(-c3cccc(C(F)(F)F)c3)nc12 | 1 | i | i | i | i | -9 | i | i | -1 | i | i
Cc1nn(-c2ccccc2)nc1C(N)=O | 1 | i | i | i | i | -10 | i | i | -11 | i | i
CCc1nnc(NC(=O)CSc2ncnc3c2oc2ccccc23)s1 | -4 | i | i | i | i | -15 | i | i | 1 | i | i
CCOC(=O)CNC(=O)c1cc(-c2ccccn2)nc2c(C)c(Cl)ccc12 | -4 | i | i | i | i | -2 | i | i | -2 | i | i
COc1ccccc1/C=C/C=N/NC(=O)c1ccccn1 | -1 | i | i | i | i | -9 | i | i | . | i | i
Cn1cnc(Sc2ncnc3nc[nH]c23)c1[N+](=O)[O-] | 24 | i | i | i | i | -14 | i | i | 9 | i | i
CCOc1ncccc1C(=O)OCC(=O)c1cc(C)n(Cc2ccco2)c1C | -1 | i | i | i | i | -9 | i | i | -5 | i | i
Cc1ccc(S(=O)(=O)NCCCNC(=O)N2CCOCC2)cc1 | -1 | i | i | i | i | -8 | i | i | -8 | i | i
CCn1c(SCc2cccc(C)c2)nnc1-c1ccccc1 | 12 | i | i | i | i | -14 | i | i | 0 | i | i
CCOc1ncccc1C(=O)Nc1ccc(S(=O)(=O)Nc2nccs2)cc1 | 15 | i | i | i | i | -8 | i | i | 2 | i | i
Cc1ccnc(NC(=O)C2CCC(CNc3c(N4CCCC4)c(=O)c3=O)CC2)c1 (stereo not given) | 14 | i | i | i | i | -10 | i | i | 3 | i | i
CN1CCN(S(=O)(=O)c2cccc(C(=O)Nc3cccc(S(N)(=O)=O)c3)c2)CC1 | -3 | i | i | i | i | -8 | i | i | 3 | i | i
COc1cc(S(=O)(=O)NC(C)C)ccc1Cl | 8 | i | i | i | i | -6 | i | i | 4 | i | i
O=C(COCC(=O)NCc1ccccc1)NCc1ccccc1 | 2 | i | i | i | i | -12 | i | i | -10 | i | i
COc1ccc(CNC(=O)c2ccc(NC(=O)CC3SC(N4CCCCC4)=NC3=O)cc2)cc1 (stereo not given) | -5 | i | i | i | i | -12 | i | i | -2 | i | i
Cc1cc(C(=O)NNC(=O)c2ccc(C)s2)c(C)o1 | 1 | i | i | i | i | -2 | i | i | -5 | i | i
CSc1ccc(Cl)c(C(=O)Nc2ccc(Cl)cn2)c1 | . | i | i | i | i | -6 | i | i | 5 | i | i
O=C(Cc1csc(-c2ccccc2)n1)NCc1cccs1 | . | i | i | i | i | -12 | i | i | 6 | i | i
NNS(=O)(=O)c1ccc2c(c1)Cc1cc(S(=O)(=O)NN)ccc1-2 | 5 | i | . | i | i | -10 | i | i | 6 | i | i
CCN(CC)C(=O)COc1ccc(S(=O)(=O)N2CCCC2)cc1 | 4 | i | i | i | i | -3 | i | i | -2 | i | i
CCCC(=O)Nc1c2c(nn1-c1ccccc1)CSC2 | -3 | i | i | i | i | -5 | i | i | 2 | i | i
CCN(CC)C(=O)C1CCCN(C(=O)Nc2ccc(NC(=O)N3CCCC(C(=O)N(CC)CC)C3)cc2)C1 (stereo not given) | . | i | i | i | i | -4 | i | i | ? | i | i
CCN(CC)S(=O)(=O)c1cccc(C(=O)N/N=C/c2cccc(O)c2O)c1 | -1 | i | i | i | i | -8 | i | i | 6 | i | i
CCCCOC(=O)C[N+](C)(C)CCOC1CC2CCC1(C)C2(C)C (stereo not given) | -6 | i | i | i | i | -13 | i | i | -1 | i | 7*
CCOc1ccc2nc(NC(=O)CSc3nc4cccnc4n3C)sc2c1 | -2 | i | i | i | i | -7 | i | i | 2 | i | i
COc1cc(NC(=O)CSc2nnc(-c3ccncc3)o2)cc(OC)c1OC | . | i | i | i | i | -4 | i | i | 3 | i | i
CCCCN(c1ccccc1)c1ncnc2nc[nH]c12 | 14 | i | i | i | i | -7 | i | i | -4 | i | i
O=C(O)Cn1cc(/C=N/NC(=O)c2cc3cc(Br)ccc3o2)c2ccccc21 | 28 | i | i | i | i | -15 | i | i | 7 | i | i
COc1cc(SC)ccc1C(=O)Nc1nc(C)cc(C)n1 | 4 | i | i | i | i | -5 | i | i | 1 | i | i
O=C(CN1C(=O)NC2(CCOc3ccccc32)C1=O)c1ccc(Br)cc1 (stereo not given) | 4 | i | i | i | i | -12 | i | i | -5 | i | i
O=C(CNC(=O)c1ccc(Br)cc1)c1ccc(Br)cc1 | 15 | i | i | i | i | -2 | i | i | 3 | i | i
CC(=O)Nc1ccc(S(=O)(=O)N2CCc3ccccc3C2CC(=O)O)cc1 (stereo not given) | -2 | i | i | i | i | 1 | i | i | -2 | i | i
CCOc1cc2c(cc1OCC)C(c1ccc(C(=O)O)cc1)NCC2 (stereo not given) | 0 | i | i | i | i | -7 | i | i | -5 | i | i
Cc1csc(CCc2nc(C)cs2)n1 | 9 | i | i | i | i | -3 | i | i | -2 | i | i
CC1(C)CC(=O)c2cnc(NC(=O)C3CCCC3)nc2C1 | -5 | i | i | i | i | -21 | i | i | 5 | i | i
CC(C(=O)Nc1ccccc1)N(c1cccc(Cl)c1)S(C)(=O)=O (stereo not given) | 6 | i | i | i | i | -7 | i | i | -14 | i | i
O=C(Nc1ccc2c(c1)OCCO2)c1ccc(Br)o1 | 13 | i | i | i | i | 0 | i | i | -1 | i | i
CC1C(c2ccccc2)N(C)C(c2ccccc2)CC1(O)c1ccccc1 (stereo not given) | . | i | i | i | i | -15 | i | i | 13 | i | i
COc1ccc(C2=NS(=O)(=O)N(C)C(C(=O)NCc3ccccn3)=C2)cc1OC | 17 | i | i | i | i | -7 | i | i | 3 | i | i
O=C1NCC(O)=C1C=Nc1ccccc1O | 25 | i | i | i | i | -11 | i | i | 1 | i | i

Whole records from above:
Results for CC1CCN(c2c(NCC3CCC(C(=O)NCc4ccccc4Cl)CC3)c(=O)c2=O)CC1 (stereo not given) : DYRK1A inh: -2; TRPC4 potent: i; TMEM16A act: i; KCNQ1 act: i; KCNK9 block: i; hERG protect: -1; KCNK3 block: i; TRPC4 act: i; HDAC3 inh: 3; ANO1 block: i; KCNQ1 block: i
Results for O=C(N/N=C/c1ccco1)c1cccc(N2Cc3ccccc3C2)c1 : DYRK1A inh: -6; TRPC4 potent: i; TMEM16A act: i; KCNQ1 act: i; KCNK9 block: i; hERG protect: -10; KCNK3 block: i; TRPC4 act: i; HDAC3 inh: 0; ANO1 block: i; KCNQ1 block: i

An excerpt; rates above refer to the full screens.
